IEC-6 cytotox – cytotoxicity in IEC-6 intestinal epithelial cells, primary screen, cytotoxicity control for KLF5 inhibitor project, cell-based, luminescence. inhibition, % at 5 µM. IEC-6 cytotoxicity, luminescence viability. 290,000 tested, 0.78% active. AID 1825, 2009; in the data active means inhibition above about 22%;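 further: 0% = plate median of test compound wells and 100% = cytotoxic reference compound wells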
TRPC4 agonist – activators of mouse TRPC4 channel, primary screen, Fluo4 calcium, HEK293 TRPC4beta/mu-opioid cells | Short transient receptor potential channel 4 (Mus musculus), Q9QUQ5 | Fluo4 calcium fluorescence; active compounds read high | B-score at 10 µM | 310,000 tested, 0.49% active | AID 2237, 2010;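 active means B-score above 5 SD of library B-scores, and initial fluorescence ratio not above library mean plus 5 SD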;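 further: positive B-score marks a calcium rise read as TRPC4 activation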
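Technique: kinetic Fluo4 calcium fluorescence; Test system: TRPC4beta and mu-opioid receptor HEK293 stable cells; Measure: B-scored integrated calcium fluorescence ratio; Benchmarks: low control buffer alone, high control maximal DAMGO; Schedule: 45 min room-temperature Fluo4 loading, 110 s read.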
TRPC6 inhibitor – mouse TRPC6 channel inhibitors, primary screen, cell-based, HEK293, membrane potential dye | ACh-evoked depolarization; active compounds read low | B-score at 10 µM | 310,000 tested, 1.1% active | AID 2553, 2010;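 active means B-score under library mean minus 3 SD, initial fluorescence not abnormally high, positive integrated signal ratio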;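 further: B-score derived from integrated fluorescence ratio over the kinetic read; more negative B-score means stronger inhibition of depolarization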
MrgX1 antagonist – antagonists of human MrgX1 receptor, primary screen, HEK293 cells, Fluo-4 calcium flux | BAM8-22 antagonism; active compounds read low | B-score at 10 µM | 310,000 tested, 1.3% active;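 active means calcium-response B-score plate-corrected more than 3 library SD below zero, starting fluorescence within 5 deviations, no agonist response on first addition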;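 further: peak minus trough fluorescence over baseline after final BAM8-22 challenge near maximal dose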
Target sequence (Q96LB2 whole entry, looked up): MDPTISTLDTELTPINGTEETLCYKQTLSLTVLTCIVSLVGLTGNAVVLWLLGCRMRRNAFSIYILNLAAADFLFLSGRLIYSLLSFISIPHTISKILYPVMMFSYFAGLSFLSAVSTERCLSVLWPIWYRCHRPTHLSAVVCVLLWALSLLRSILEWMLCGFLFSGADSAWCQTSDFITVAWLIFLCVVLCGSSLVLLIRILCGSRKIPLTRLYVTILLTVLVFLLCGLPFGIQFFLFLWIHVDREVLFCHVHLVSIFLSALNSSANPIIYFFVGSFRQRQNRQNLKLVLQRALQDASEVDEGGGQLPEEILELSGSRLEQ
TRPC4 PAM – positive allosteric modulators of TRPC4, primary screen, cell-based, mouse TRPC4beta, HEK293 mu-opioid, Fluo-4 calcium; Short transient receptor potential channel 4 (Mus musculus), Q9QUQ5; DAMGO EC20, Fluo-4 Ca2+ flux; active compounds read high; B-score at 10 µM; 310,000 tested, 0.42% active; AID 2227, 2009;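 active means B-score of calcium response area above 5 SD of library B-scores, with initial fluorescence ratio within 5 SD of library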;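 further: B-score of integrated fluorescence ratio over time as area under calcium response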
SKKanGAS inh – S. pyogenes SKKanGAS growth inhibitors in kanamycin, primary screen, streptokinase expression inhibitor project, SKKanGAS strain, BacTiter-Glo luminescence; inhibition, % at 7.5 µM; 6 h; 300,000 tested, 1.3% active; AID 1662, 2009;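 active means mean replicate score, as percent of positive control median, at least 50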;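 further: strain carries kanamycin resistance gene driven by streptokinase promoter and grows in 40 µg/ml kanamycin; loss of luminescence reflects streptokinase promoter inhibition or plain growth inhibition; 0% = median of DMSO wells and 100% = positive control at its reference dose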
TRPC4 block – inhibitors of mouse TRPC4 channel, primary screen, Fluo4 calcium, HEK293 TRPC4beta/mu-opioid cells; DAMGO-evoked Fluo4 calcium flux; active compounds read low; Short transient receptor potential channel 4 (Mus musculus), Q9QUQ5; AID 2247, 2010; 300,000 tested, 0.39% active; B-score at 10 µM;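 active means B-score over 3 SD under the library average, no early fluorescence shift, positive overall ratio signal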
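Test system – stable TRPC4beta/mu-opioid receptor HEK293 cells · Probe or stimulus – DAMGO, a submaximal dose followed by a maximal one · Dosing – one concentration per compound · Signal – Fluo4 calcium fluorescence by kinetic imaging, 5 s 1 Hz baseline · Evaluation – per-well B score of integrated baseline-normalized Fluo4 ratio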
HIF act – HIF pathway transcriptional activators, primary screen, cell-based, U2OS HRE-luciferase, luminescence; activation, % at 7.5 µM (by protocol); 300,000 tested, 0.32% active; U2OS HRE-luciferase reporter; normalized: DMSO 0%, desferrioxamine 100%;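 active means mean activation of at least 10% of the iron chelator positive control signal, with at least half of replicates also reaching 10%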
aSyn UTR inh – MLPCN primary screen, SNCA 5' untranslated region; alpha-synuclein 5'UTR reporter, inhibitor activity; inhibition, % (tested at 7.5 µM); 300,000 tested, 0.82% active; AID 1813, 2009; in the data active means inhibition above about 60%;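 further: H4 neuroglioblastoma cells stably carrying SNCA 5'UTR luciferase fusion; 0% = DMSO wells and 100% = positive control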
TRPC6 act – mouse TRPC6 channel activators, primary screen, cell-based, HEK293, membrane potential dye; Short transient receptor potential channel 6 (Mus musculus), Q61143; HEK293-TRPC6 membrane potential dye fluorescence; active compounds read high; B-score at 10 µM; 310,000 tested, 0.13% active; AID 2550, 2010;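 active means B-score of the integrated fluorescence ratio above library mean plus 3 SD, and starting fluorescence ratio within library mean plus 5 SD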;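 further: higher score means more depolarization so channel activation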
KLF5 inh – KLF5 expression inhibitors, primary screen, DLD-1 cells, luminescence; DLD-1 KLF5 promoter-luciferase reporter; inhibition, % at 5 µM; 290,000 tested, 0.23% active; AID 1700, 2009;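 active means inhibition above a per-plate limit of that plate's mean compound inhibition plus 3 SD, cut at about 60% in these data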;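 further: 0% = DMSO wells and 100% = LY294002 at 200 µM; higher means less KLF5 promoter-driven luciferase light; inactives centre near -14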
The depositor's hits bear a star; i = inactive; . = not tested or not shown. This is a random part of the collection. About 5.8% of those tested had a hit in this group.

SMILES	IEC-6 cytotox	TRPC4 agonist	TRPC6 inhibitor	MrgX1 antagonist	TRPC4 PAM	SKKanGAS inh	TRPC4 block	HIF act	aSyn UTR inh	TRPC6 act	KLF5 inh
O=C(N/N=C\c1ccc(-c2cccc(Cl)c2)o1)C(=O)NC1CCCC1	9	i	i	i	i	-14	i	1.3	-20	i	8
CCC(C)Nc1cc(C)c(C#N)c2nc3ccccc3n12 (stereo not drawn)	9	i	i	i	i	11	i	0.2	24	i	6
Cc1ccc(S(=O)(=O)N(C)c2ccc(OCC(=O)NCc3ccco3)cc2)cc1	-3	i	i	i	i	11	i	0.9	-6	i	-9
CCN(CC)Cc1c(O)ccc2c(=O)c(Oc3ccccc3OC)coc12	0	i	i	i	i	-6	i	0.6	-23	i	9
O=[N+]([O-])c1ccc(N=NNc2ccccc2)cc1	2	i	i	i	i	-3	i	1.6	-139	i	-106
CCn1c(=O)cc(SCC(=O)NCc2ccc3c(c2)OCO3)c2ccccc21	4	i	i	i	i	1	i	-0.2	5	i	-35
COc1ccc(OCC(=O)Nc2c(C(=O)N3CCN(C)CC3)oc3ccccc23)cc1	-7	i	i	i	i	-1	i	-0.2	-2	i	-21
COc1nc(C)nc(NC(=O)NS(=O)(=O)c2ccc(C)cc2)n1	1	i	i	i	i	0	i	-0.4	7	i	-3
COc1ccc(C(=O)Nc2cccc(C(=O)NCc3ccco3)c2)cc1	8	i	i	i	i	2	i	0.8	-32	i	-8
Cc1ccc2nc3c(cc(C(=O)NC4CCCC4)c(=N)n3CCCn3ccnc3)c(=O)n2c1	3	i	-5.5*	i	i	-8	i	0.1	-14	i	-20
Cc1cc(C)n2nc(SCC(=O)N/N=C/c3ccccc3F)nc2n1	4	i	i	i	i	-4	i	-0.4	31	i	-20
Cn1c(=O)cc(N)n(-c2ccccc2)c1=O	-1	i	i	i	i	2	i	-0.6	-5	i	-29
O=C(NCC(c1ccco1)N1CCc2ccccc21)c1ccccc1 (stereo not drawn)	.	i	i	i	i	0	i	-2.3	21	i	.
COc1ccccc1C(=O)Nc1ccc2c(c1)CCCN2C(=O)c1ccccc1	19	i	i	i	i	21	i	1.4	-36	i	-15
COc1cc2c(C(=O)NCc3ccc4c(c3)OCO4)cn(C)c(=O)c2cc1OC	-1	i	i	i	i	-4	i	0.0	9	i	-14
CCOC(=O)CC(=O)CSc1nnc2c(n1)[nH]c1ccccc12	-1	i	i	i	i	14	i	1.7	-59	i	-137
O=C(O)c1ccc(NC(=O)c2ccco2)c(NC(=O)c2ccco2)c1	-3	i	i	i	i	-1	i	-0.1	1	i	-19
CCOC(=O)c1c(C)oc2ccc(OC(=O)c3cccs3)cc12	-1	i	i	i	i	-1	i	0.1	9	i	-21
Cc1ccc(S(=O)(=O)N(CC(=O)N(C)C)c2cccc([N+](=O)[O-])c2)cc1	2	i	i	i	i	.	i	-0.3	7	i	-8
CC(=O)C(Sc1nccc(-c2cccs2)n1)C(C)=O	-3	i	i	i	i	-11	i	0.8	-61	i	-42
O=C1COc2ccc(S(=O)(=O)NCCc3ccccc3)cc2N1	-5	i	i	i	i	-14	i	0.0	8	i	-8
CCc1nnc(NC(=O)c2nc(S(=O)(=O)Cc3cccc(C)c3)ncc2Cl)s1	41*	i	i	i	i	2	i	-4.7	-114	i	15
CC(C)N1CCN(Cc2ccncc2)CC1CCO (stereo not drawn)	3	i	i	i	i	-1	i	-0.5	2	i	3
COC(=O)[C@@H]1C[C@@]2(O)[C@H](O)[C@H](O)[C@H](O)C[C@H]2N1CC(c1ccccc1)c1ccccc1	.	i	i	i	i	-2	i	0.0	14	i	.
Cc1nc2nc(-c3ccc(F)cc3)cn2nc1C	-1	i	i	i	i	8	i	-0.8	-9	i	-190
COc1cc(OC)c(C2C(C(=O)N3CCOCC3)=C(C)NC3=C2C(=O)CC(C)(C)C3)cc1OC (stereo not drawn)	-3	i	i	i	i	-6	i	-0.1	-7	i	-29
Nc1c(-c2cccc([N+](=O)[O-])c2)nc2ccccn12	1	i	i	i	i	3	i	3.5	-83	i	-46
S=c1[nH]cnc2scc(-c3ccc(Br)cc3)c12	1	i	i	i	i	2	i	0.2	14	i	-24
Cc1ccn2c(C(=O)N/N=C/c3ccc(CNC(=O)C(=O)Nc4ccc(C)c(C)c4)o3)c(C)nc2c1	0	i	i	i	i	9	i	-0.3	-33	i	-1
COC(=O)c1cc(OC)c(OC)cc1NC(=S)N1CCCC(CO)C1 (stereo not drawn)	-2	i	i	i	i	2	i	-0.5	9	i	-19
COc1ccccc1NS(=O)(=O)c1cc(NC(=O)C2CCC2)ccc1N1CCCCC1	3	i	i	i	i	7	i	-0.3	-4	i	-35
Clc1ccc(-c2csc(N/N=C/c3ccc4c(c3)OCO4)n2)cc1	1	i	i	i	i	9	i	0.3	-49	i	15
CC(=O)c1cccc(OCC(O)CN2CCN(S(=O)(=O)c3c(F)cccc3F)CC2)c1 (stereo not drawn)	1	i	i	i	i	4	i	-0.1	9	i	2
O=C(CSc1nnnn1-c1cccnc1)Nc1ccc(F)cc1F	-8	i	i	i	i	-3	i	0.1	20	i	-4
COc1ccc(NC(=O)c2ccc(-c3ccccc3C(F)(F)F)o2)cc1	1	i	i	i	i	0	i	0.3	-36	i	-19
O=C(NN1C(=O)C2C3CCC(O3)C2C1=O)c1ccc(Cl)cc1 (stereo not drawn)	-6	i	i	i	i	-11	i	0.4	-14	i	-3
COc1ccc(-n2c(C)cc(C(=O)COC(=O)c3cc(OC)c(OC)cc3NC(=O)c3cccs3)c2C)cc1	5	i	i	i	i	-1	i	0.1	0	i	-20
Cc1ccccc1N=C1SCC(=O)N1Cc1ccccc1	-3	i	i	i	i	3	i	-0.1	-1	i	9
COc1cc(OC)cc(C(=O)N[C@H](C(=O)OCC(=O)Nc2ccc(F)c(F)c2F)C(C)C)c1	-4	i	i	i	i	3	i	-0.4	32	i	-16
COc1cc(=O)[nH]c(=O)n1C(=O)Cc1ccccc1	-5	i	i	i	i	-6	i	0.6	4	i	-3

3 of the entries above in order of the KLF5 inh value, lowest first.
| Molecule | KLF5 inh |
| --- | --- |
| Nc1c(-c2cccc([N+](=O)[O-])c2)nc2ccccn12 | -46 |
| COc1cc(OC)c(C2C(C(=O)N3CCOCC3)=C(C)NC3=C2C(=O)CC(C)(C)C3)cc1OC (stereo not drawn) | -29 |
| CC(=O)c1cccc(OCC(O)CN2CCN(S(=O)(=O)c3c(F)cccc3F)CC2)c1 (stereo not drawn) | 2 |

The listing picks up with the 2 entries that preceded the break.
SMILES	IEC-6 cytotox	TRPC4 agonist	TRPC6 inhibitor	MrgX1 antagonist	TRPC4 PAM	SKKanGAS inh	TRPC4 block	HIF act	aSyn UTR inh	TRPC6 act	KLF5 inh
COc1cc(OC)cc(C(=O)N[C@H](C(=O)OCC(=O)Nc2ccc(F)c(F)c2F)C(C)C)c1	-4	i	i	i	i	3	i	-0.4	32	i	-16
COc1cc(=O)[nH]c(=O)n1C(=O)Cc1ccccc1	-5	i	i	i	i	-6	i	0.6	4	i	-3
COCC(C)n1c(C)cc(C(=O)CSc2ccc(NC(C)=O)cc2)c1C (stereo not drawn)	-5	i	i	i	i	0	i	-0.2	-25	i	11
COc1ccc(NC(=O)COc2coc(CN3CCc4ccccc43)cc2=O)cc1	.	i	i	i	i	-1	i	-0.3	7	i	.
CCOC(=O)c1c(NC(=O)c2cccnc2)sc(C(C)=O)c1C	-6	i	i	i	i	-2	i	-0.6	7	i	-27
COc1cc(/C=C/C(=O)OCC(=O)NCc2ccco2)ccc1OC(F)F	-8	i	i	i	i	-8	i	-0.3	5	i	-31
CC1(C)C/C(=N\O)c2cc3c(nc2C1)CCCC3	-4	i	i	i	i	5	i	-0.3	11	i	2
CCn1nc(C)c(CCC(=O)O)c1C	-4	i	i	i	i	-5	i	0.6	1	i	-10
c1cnc(N2CC[N+]3(CCCC3)CC2)nc1	-1	i	i	i	i	2	i	1.2	-4	i	6
COc1ccc(/C=C/CN2CCCC(C(=O)c3ccc(OC)c(F)c3)C2)cc1 (stereo not drawn)	2	131*	i	i	i	2	i	-0.3	30	i	-29
COc1ccc(C2C(C#N)=C(N)Oc3c2oc(CO)cc3=O)c(OC)c1OC (stereo not drawn)	4	i	i	i	i	-1	i	0.0	22	i	-5
O=C(CN1CCN(S(=O)(=O)N2CCCCC2)CC1)Nc1cc(Cl)cc(Cl)c1	1	i	i	i	i	-1	i	-0.1	9	i	-11
CC(C)(C)NC(=O)CN(C(=O)CCC(=O)Nc1nccs1)c1ccc(F)cc1	-2	i	i	i	i	-4	i	0.4	4	i	-36
Cc1nc2ccc(S(=O)(=O)N(C)CC(=O)Nc3ccccc3F)cc2s1	4	i	i	i	i	-11	i	-1.0	-2	i	-6
Cc1ccc(S(=O)(=O)N(CC(=O)NCCSc2ccccn2)c2ccc(C)c(C)c2)cc1	-3	i	i	i	i	-4	i	-27	7	i	-10
O=C(OCC(=O)N1CCOCC1)c1ccc(Br)cc1	-8	i	i	i	i	16	i	0.3	-9	i	-16
O=C(Nc1ccccc1F)c1oc2ccccc2c1NC(=O)C1CC1	4	i	i	i	i	-6	i	-1.2	2	i	-19
O=C(NNS(=O)(=O)c1ccc2ccccc2c1)c1cccs1	-2	i	i	i	i	-2	i	-0.7	30	i	-36
CN(C)CCOC(=O)NCC12CC3CC(CC(C3)C1)C2	2	i	i	i	i	0	i	-0.3	-9	i	-4
Cc1ccc(C(=O)N/N=C\c2cccs2)cn1	2	i	i	i	i	-6	i	1.2	-52	i	-15

Bioassay records deposited in PubChem by several laboratories.
